Bioassay records: PubChem BioAssay, National Center for Advancing Translational Sciences (NCATS)
HP1b binding inh: blocks HP1-beta chromodomain binding to methylated histone tails; Potency, µM (top dose mostly 114 µM), for inactives: at the highest dose activity change, negative = inhibition, most hits filed as inhibitors; AlphaScreen HP1-beta / biotin-H3K9me3 peptide binding; AID 540317; P83916; 390,000 compounds, 0.56% hits; also: nearly all actives have a fitted effect of over 70% in size; inactives centre near 23
Target sequence (P83916 whole entry, looked up): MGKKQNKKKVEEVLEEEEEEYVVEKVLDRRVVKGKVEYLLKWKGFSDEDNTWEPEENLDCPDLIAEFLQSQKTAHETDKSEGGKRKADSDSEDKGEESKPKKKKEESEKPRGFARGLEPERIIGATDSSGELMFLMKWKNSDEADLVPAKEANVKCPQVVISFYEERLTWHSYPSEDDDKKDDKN
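Compound inhibition of the preformed complex between 50 nM HP1-beta and 50 nM biotinylated H3K9me3 peptide was read by AlphaScreen. Buffer was PBS pH 7.4 with 0.01% Tween-20. Incubations ran 30 min at room temperature, with 10 ug/mL donor/acceptor beads.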
BLM inh: blocks DNA unwinding by human BLM helicase. P54132. recombinant BLM DNA unwinding, fluorescence dequenching. Potency, µM (top dose mostly 56.1 µM), without a hit: at the highest dose activity change, negative = inhibition, usual class: inhibitors. 350,000 compounds, 0.2% hits;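 also: plate controls were vehicle for no effect and no enzyme for full effect; nearly all actives have a fitted effect of over 35% in size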
BAZ2B inh: blocks human BAZ2B; Q9UIF8; AlphaScreen BAZ2B-H3K14Ac peptide displacement; Potency, µM (top dose mostly 114 µM), for the others: at the highest dose activity change, negative = inhibition, actives largely listed as inhibitors; 360,000 compounds, 4.4% hits; AID 504333; also: % is scaled to controls: 0 for no effect and ±100 for the full control effect; nearly all actives have a fitted effect of over 60% in size
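BAZ2B 50 nM plus b-H3(5-23)K14Ac 50 nM, PBS pH 7.4/0.01% Tween-20, 30 min RT; compound added (max 110 uM), 30 min RT; streptavidin donor/Ni-chelate acceptor beads 10 ug/mL final, 20 min dark; AlphaScreen read.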
G9a block: inhibitors of human histone lysine methyltransferase G9a | G9a H3K9 monomethylation, AlphaScreen, 2 h | Potency, µM (titrated, usually from 102 µM), for inactives: at the highest dose activity, negative = inhibition, usual class: inhibitors | 350,000 compounds, 8.8% hits | AID 504332; also: % is scaled to controls: 0 for no effect and ±100 for the full control effect; nearly all actives have a fitted effect of over 75% in size
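Compounds were preincubated with 20 nM G9a for 15 min, after which biotinylated H3K9 peptide (500 nM) and SAM (20 uM) started a 2 h room-temperature reaction. Monomethylated product was quantified by antibody-based AlphaScreen chemiluminescence.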
PGK inhibitor: T. brucei PGK inhibition | P07378 | PGK/GAPDH coupled, Kinase-Glo luminescence, 60 min | Potency, µM (series often up to 57.5 µM), for the others: top-dose activity change, negative = inhibition, usual class: inhibitors | 380,000 compounds, 0.043% hits | AID 602233; also: % is scaled to controls: 0 for no effect and ±100 for the full control effect; nearly all actives have a fitted effect of over 60% in size
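Recombinant glycosomal PGK reaction used 1,3-bisphosphoglycerate generated in-well by GAPDH (100nM final) in 100mM TEA pH 7.6, 5mM MgCl2, 0.01% Tween-20. After 60 minutes at room temperature, ATP was read by Kinase-Glo Plus luminescence end-point.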
Pin1 inh: inhibitors of human Pin1; Potency, µM (titrated, usually from 115 µM), inactives show top-dose activity, negative = inhibition, usual class: inhibitors; Q13526; 390,000 compounds, 0.009% hits; Pin1 FP peptide displacement, HiFluor488, 10 min; active = well fitted inhibition curve with a large enough effect in the polarisation, with a control signal flat, not every such curve was filed as active; inconclusive = small, poorly fitted or top-dose-only effect, or effect the other way, or a change in a side signal; inactive = no such curve, though single readings can be large or run the other way; the % refers to the polarisation; also: % is scaled to controls: 0 for no effect and ±100 for the full control effect
Target sequence (Q13526 whole entry, looked up): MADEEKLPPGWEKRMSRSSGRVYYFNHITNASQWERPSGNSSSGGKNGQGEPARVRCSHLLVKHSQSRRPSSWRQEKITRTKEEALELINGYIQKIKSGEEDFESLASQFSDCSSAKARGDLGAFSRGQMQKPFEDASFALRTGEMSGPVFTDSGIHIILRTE
POLI inh: DNA polymerase iota (human) inhibition; 390,000 compounds, 1% hits; Pol iota fluorescent replication assay, 10 min; Potency, µM (highest dose often 115 µM), without a hit: at the highest dose activity, negative = inhibition, hits mostly inhibitors
Target sequence (Q9UNA4 whole entry, looked up): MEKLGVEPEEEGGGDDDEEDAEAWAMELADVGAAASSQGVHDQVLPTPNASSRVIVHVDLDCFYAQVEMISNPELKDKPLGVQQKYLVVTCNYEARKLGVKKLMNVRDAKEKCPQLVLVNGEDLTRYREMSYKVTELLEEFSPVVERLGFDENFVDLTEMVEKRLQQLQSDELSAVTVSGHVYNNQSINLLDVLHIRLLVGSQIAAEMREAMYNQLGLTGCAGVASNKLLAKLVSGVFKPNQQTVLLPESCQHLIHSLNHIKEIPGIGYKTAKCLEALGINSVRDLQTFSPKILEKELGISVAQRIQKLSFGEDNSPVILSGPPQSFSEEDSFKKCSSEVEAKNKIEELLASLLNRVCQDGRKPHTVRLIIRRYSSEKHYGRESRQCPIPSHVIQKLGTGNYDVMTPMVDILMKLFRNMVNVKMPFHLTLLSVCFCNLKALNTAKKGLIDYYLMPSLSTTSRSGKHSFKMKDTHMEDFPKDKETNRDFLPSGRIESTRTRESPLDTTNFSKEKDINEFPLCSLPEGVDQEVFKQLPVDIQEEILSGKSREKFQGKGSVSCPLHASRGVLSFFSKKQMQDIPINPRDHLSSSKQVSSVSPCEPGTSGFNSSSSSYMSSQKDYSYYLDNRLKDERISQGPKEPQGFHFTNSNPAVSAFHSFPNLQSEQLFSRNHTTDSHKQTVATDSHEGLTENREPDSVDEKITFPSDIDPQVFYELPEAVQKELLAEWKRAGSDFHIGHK
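Pol iota at 10 nM preincubated 15 min with compounds at room temperature; reaction started with fluorescent substrate, 50 nM final. Fluorescence read kinetically at 0 and 10 min; buffer-only wells as negative control.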
GLS inhibitor: inhibitors of human glutaminase (GLS) | O94925 | GLS enzymatic activity, qHTS titration | Potency, µM (doses to about 45.5 µM), for inactives: top-dose activity change, negative = inhibition, most hits filed as inhibitors | 410,000 compounds, 0.21% hits | AID 624170; also: % is scaled to controls: 0 for no effect and ±100 for the full control effect
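Coupled fluorescence readout: glutamate oxidase/HRP/Amplex Red detect glutamate formed by hKGA from L-glutamine (1 mM solution added). Buffer 45 mM KH2PO4 pH 8.2, 0.02% Tween-20; reads at t0 and 30 min RT.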
JMJD2A Tudor inh: blocks the human JMJD2A Tudor domain; O75164; AlphaScreen JMJD2A-Tudor / H3K4me3 peptide binding; Potency, µM (highest dose often 114 µM), for the others: at the top dose activity change, negative = inhibition, actives largely listed as inhibitors; 390,000 compounds, 4.4% hits; AID 504339; also: % is scaled to controls: 0 for no effect and ±100 for the full control effect; nearly all actives have a fitted effect of over 50% in size
* hit, by the source's call; i = inactive; ? = inconclusive; nt = not tested or not shown; & = joins results of further samples; [ ] = dose if it differs, or a comment. Unless noted, calls follow the shape of the dose curve; as a rule, active = well fitted curve in the direction sought with a large enough effect; inconclusive = small, poorly fitted or top-dose-only effect, or another doubt; inactive = no such curve, though single readings can be large; an effect the other way counts as inactive or inconclusive. Potency is read from the fitted curve at half-maximal effect.

HP1b binding inh	BLM inh	BAZ2B inh	G9a block	PGK inhibitor	Pin1 inh	POLI inh	GLS inhibitor	JMJD2A Tudor inh	Molecule
52%[activator]	-2%	?	45µM*	i	1%	21%	-4%	-11%	CCOc1cc(-c2sc(Nc3ccccc3)n[n+]2C)ccc1OC
-13%	-5%	1%	-49%[59 µM]	3%	?	5%	9%	?	CC(C)C(c1nnnn1C1CCCCC1)N1CCc2ccccc21 (centres undefined)
12%	-4%	?	?	-3%	7%	6%	-5%	-25%	CCNc1nc(N)c(C(=O)c2ccc(Cl)s2)s1
36%[activator]	-8%	-14%	25%[12.7 µM]	-12%	10%	?	-1%	-4%	NS(=O)(=O)c1ccc(NC(=O)COc2ccc(C(=O)c3ccc(F)cc3)cc2)cc1
-6%	nt	6%	?	-3%	8%	73%[activator]	-5%	-31%	CC1(c2ccccc2)NC(=O)N(CC(=O)Nc2cc3c(cc2Br)OCCO3)C1=O (centres undefined)
7%	-5%	-1%	?	i	7%	18%	-2%	-12%	CC(=O)N1CCC(C(=O)OCc2ccc(Cl)cc2)(c2ccccc2)CC1
67%[activator]	-1%	1%	24%[59 µM]	-2%	3%	13%	-3%	-11%	COC(C[C@@H](O)[C@@H](C)[C@@H](O)COCc1ccccc1)OC
-13%&4%	2%&2%	?	?	-8%&-6%	-1%&-11%	9%&2%	74%&36%[activator]	?	COc1ccc(N2CCN(CCCNC(=O)Nc3ccccc3)CC2)cc1
5%	0%	-3%	4%[12.7 µM]	-1%	-6%	19%	-1%	-6%	OC(CNCCc1ccc(Cl)cc1)COc1cc(Cl)ccc1Cl (centres undefined)
40%[activator]	-2%	30%	69%[activator]	-2%	1%	-8%[58.9 µM]	-8%	26%	Cc1ccc2c(c1)C(c1ccccc1)CC(=O)O2 (centres undefined)
5%	3%	-8%	-6%[59 µM]	0%	1%	7%	3%	-31%	CN(C)C(CNC(=O)c1ccc(S(=O)(=O)NCc2ccco2)cc1)c1ccccc1 (centres undefined)
14%	-3%	2%	nt	4%	-2%	18%	0%	-2%	O=C(Nc1ccnn1C1CCN(C(=O)Cc2ccccc2F)CC1)C1CC1
22%	-5%	-19%	-1%[12.7 µM]	-9%	-7%	10%	-1%	4%	CCOC(=O)C1C(=O)OC2(CCOC(C)(C)C2)C1C(=O)OCC (centres undefined)
13%	-6%	-2%	-29%[59 µM]	21%	-7%	88%[activator]	7%	2%	O=C(/C=C/c1ccc(Cl)cc1)NC(=S)Nc1ccc(CN2CCOCC2)cc1
4%	0%	9%	-20%[59 µM]	-8%	-6%	-7%	3%	-10%	CCSc1nnc(-c2ccc(S(=O)(=O)N3CCOCC3)cc2)n1CC1CCCO1 (centres undefined)
5%	-3%	-6%[57.1 µM]	-18%[59 µM]	0%	1%	6%	7%	?	OC(C#CCN1CCOCC1)(c1ccccc1)C1CCCCC1 (centres undefined)
76%[activator]	-13%	6%	24%	-3%	-4%	-6%	0%	35%	CSc1scc2c1-c1nc(SCC(=O)C(C)(C)C)ncc1CC2
25%	-2%	-3%	?	-5%	-10%	5%	-1%	-7%	O=C(O)c1ccccc1-c1ccccc1C(=O)NCc1ccccc1Cl
41%[activator]	-4%	-1%	0%[12.7 µM]	i	-1%	13%	1%	1%	CCOc1cccc(N2C(=O)CC(n3cnc4ccccc43)C2=O)c1 (centres undefined)
15%	1%	79µM*	1.4µM*	i	4%	22%	?	5.6µM*	CC(=O)c1c(C)[nH]c(=S)c(C#N)c1-c1ccc(F)cc1
34%[activator]	0%	-20%	-14%	-10%	-4%	39%[activator]	1%	5%	N#Cc1ccc(CN2C(=O)NC3(CCCCCC3)C2=O)cc1
65%[activator]	-4%	-17%[57.1 µM]	-6%	-9%	1%	25%	7%	-11%	COc1ccc(C(=O)N2CCc3[nH]nc(-c4ccccc4)c3C2)cc1
20%	-4%	-9%	-4%	-9%	8%	88%[activator]	-4%	-25%	COC(=O)C(C)N=Cc1ccccc1 (centres undefined)
50%[activator]	nt	nt	nt	i	?	21%	-7%	1%	N#Cc1ccc(C23OCCN2CCn2c3c3ccccc3[n+]2[O-])cc1 (centres undefined)
38%	1%	9%	13µM*	-1%	?	?	1%	5%	CC1=C(C#N)C(=O)OC(C)(C)C1

The list goes on, overlapping the part above by two compounds.
HP1b binding inh	BLM inh	BAZ2B inh	G9a block	PGK inhibitor	Pin1 inh	POLI inh	GLS inhibitor	JMJD2A Tudor inh	Molecule
50%[activator]	nt	nt	nt	i	?	21%	-7%	1%	N#Cc1ccc(C23OCCN2CCn2c3c3ccccc3[n+]2[O-])cc1 (centres undefined)
38%	1%	9%	13µM*	-1%	?	?	1%	5%	CC1=C(C#N)C(=O)OC(C)(C)C1
6%	nt	nt	nt	-1%	-13%	6%	5%	-2%	O=C(CSc1ccccc1)Nc1ccc(Cl)c(S(=O)(=O)N2CCOCC2)c1
16%	-4%	9%	?	-3%	0%	?	1%	-18%	Cc1c(C(=O)O)nn(-c2ccccc2)c(=O)c1C#N
33%[activator]	-4%	-1%	12%[0.501 µM]	-7%	-12%	-1%	2%	-7%	O=C(O)C(Cc1ccccc1)NS(=O)(=O)c1ccc2c(c1)OCCO2 (centres undefined)
3%	-1%	50µM*	13%[12.7 µM]	2%	-7%	2%	-1%	-15%	CC(=O)c1cc(-c2ccccc2)n(CCC(=O)NCc2cccs2)c1C
29%	3%	-15%	3%	-11%	-2%	79%[activator]	10%	-12%	O=C(CNC(=O)c1ccccc1)N/N=C/c1ccccc1Cl
?	2%	0%	0.89µM*	-9%	?	10%	-2%	16µM*	O=C1CCCC(O)=C1C(C#Cc1ccccc1)C1=C(O)CCCC1=O
21%	-1%	2%	-38%[12.7 µM]	-1%	-9%	-8%	-4%	-13%	Cc1cc(C)n(-c2c(F)c(F)c(CN3CCCCC3)c(F)c2F)n1
?	nt	50µM*	50µM*	-3%	-11%	26%	18%	56µM*	CC(=O)Nc1cccc(NC(=O)C(=O)NCC(c2ccco2)N2CCc3ccccc32)c1 (centres undefined)
39%[activator]	nt	23%	-26%[59 µM]	-7%	-6%	-1%	-15%	-5%	Cc1nc(SCC(=O)NC2CCS(=O)(=O)C2)c2c(C)c(C)sc2n1 (centres undefined)
17%	-4%	-1%	-8%[59 µM]	-9%	0%	10%	8%	-13%	COc1ccc(N2CCN(C(=O)c3cc4c(s3)-c3c(C)cccc3OC4)CC2)cc1
28%	-9%	9%	6%[59 µM]	-2%	0%	17%	2%	-5%	CCc1ccccc1NC(=O)c1cc(S(=O)(=O)N(CC)c2ccccc2)ccc1F
-26%	1%	-11%	7%[59 µM]	-2%	3%	-6%	-7%	-19%	CCOc1ccc(CNC(=O)c2cnc3sc(N(CC)CC)nn3c2=O)cc1OC
17%	0%	8%	18%	8%	2%	116%[activator]	2%	-12%	O=C(NCCc1ccccn1)c1nc(Cn2cc(Br)cn2)no1
16%	-1%	nt	8%[59 µM]	-8%	6%	-3%	-2%	-16%	O=C(Nc1ccc2oc(-c3ccccc3)nc2c1)c1ccncc1
19%	nt	-5%	?	6%	-1%	32%[activator]	12%	-2%	CCOC(=O)C1CCCN(C(=O)c2ccc(S(=O)(=O)NCc3ccco3)cc2)C1 (centres undefined)
-6%	-5%	-33%	?	-3%	10%	6%	-6%	-31%	Cc1cc(C)c2[nH]c(=O)c(C(c3nnnn3CC3CCCO3)N3CCC(C)CC3)cc2c1 (centres undefined)
-20%	41%[activator]	-15%	?	i	0%	-3%	23%	?	COc1ccccc1Nc1ncnc2c1c(C)c(C)n2CCCN(C)C
7%	nt	nt	nt	10%	1%	13%	1%	-28%	C#CCOCCOCCOCCNc1nc(N2CCOCC2)nc(N2CCN(C(=O)[C@H](CCCCN)n3cc(CN)nn3)CC2)n1
2%	-3%	0%	-1%[0.501 µM]	2%	-4%	-33%	0%	-6%	Cc1cccc(C(=O)Oc2ccc3ccc(O)cc3c2)c1
29%	nt	nt	nt	-3%	-4%	3%	-4%	0%	COC(=O)[C@H](Cc1ccccc1)NC(=O)Cn1cnc2c(OCc3ccccc3)ncnc21
16%	-5%	-13%	9%	8%	4%	43%[activator]	-1%	-10%	O=C(Nc1ccc(Cc2ccncc2)cc1)c1ccc(S(=O)(=O)N2CCCC2)cc1
33%	5%	12%	10%[59 µM]	-6%	-1%	15%	6%	-8%	CCCS(=O)(=O)N1CCN(S(=O)(=O)c2ccc(F)cc2)CC1
9%	nt	nt	nt	-5%	-5%	164%[activator]	5%	-3%	[O-][n+]1ccccc1/C=C/c1ccccc1
6%[57 µM]	-4%	-6%	17%[59 µM]	5%	-3%	-7%	3%	1%	COc1ccc(C2=NN(Cc3c(F)cccc3Cl)C(=O)CC2)cc1
36%	6%	?	?	-3%	4%	6%	17%	-35%	O=C(CSc1cccc[n+]1[O-])c1cc2ccccc2o1
57%	-5%	2%	-24%[12.7 µM]	-11%	-2%	?	4%	-1%	COC(=O)CCS(=O)(=O)c1nc(-c2ccccc2)cc(C(F)(F)F)n1
32%	5%	8%	-12%[59 µM]	8%	86%[activator]	24%	-9%	-2%	O=C(NCc1cccs1)C(Cc1ccccc1)NS(=O)(=O)c1cccs1 (centres undefined)
65%[activator]	-7%	9%	14%[59 µM]	9%	5%	-5%	14%	15%	C=CCn1cnc2scc(-c3ccc(CC)cc3)c2c1=O
39%	-8%	10%	-7%[59 µM]	-3%	-2%	2%	4%	9%	COc1ccccc1NC(=O)c1cccc(S(=O)(=O)N2CCCCCC2)c1
15%	35%[activator]	-23%	17%[59 µM]	-2%	4%	28%	12%	-18%	Cc1ccc2nc(-c3ccc(N4C(=O)CC(N5CCN(CCO)CC5)C4=O)cc3)sc2c1 (centres undefined)
25%	3%	-10%	24%	-2%	-5%	105%[activator]	0%	-11%	CCOC(=O)c1cnc(SC)nc1NCCOC

Not all compounds are listed (hit frequency here may not be typical).
